TNAP act hiacc: TNAP activators at high phosphate acceptor level, primary screen, biochemical, luminescence, uHTS; Alkaline phosphatase, tissue-nonspecific isozyme (Homo sapiens), P05186; purified TNAP, CDP-star luminescence, 1 M DEA, 30 min; stronger effect = higher value; 0 = EDTA background, 1 = DMSO-only activity; activation factor at 20 µM; AID 1136, 2008; 200,000 tested, under 10 active;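 active means activation factor at least 2 at 20 µM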
Target sequence (P05186 whole entry, looked up): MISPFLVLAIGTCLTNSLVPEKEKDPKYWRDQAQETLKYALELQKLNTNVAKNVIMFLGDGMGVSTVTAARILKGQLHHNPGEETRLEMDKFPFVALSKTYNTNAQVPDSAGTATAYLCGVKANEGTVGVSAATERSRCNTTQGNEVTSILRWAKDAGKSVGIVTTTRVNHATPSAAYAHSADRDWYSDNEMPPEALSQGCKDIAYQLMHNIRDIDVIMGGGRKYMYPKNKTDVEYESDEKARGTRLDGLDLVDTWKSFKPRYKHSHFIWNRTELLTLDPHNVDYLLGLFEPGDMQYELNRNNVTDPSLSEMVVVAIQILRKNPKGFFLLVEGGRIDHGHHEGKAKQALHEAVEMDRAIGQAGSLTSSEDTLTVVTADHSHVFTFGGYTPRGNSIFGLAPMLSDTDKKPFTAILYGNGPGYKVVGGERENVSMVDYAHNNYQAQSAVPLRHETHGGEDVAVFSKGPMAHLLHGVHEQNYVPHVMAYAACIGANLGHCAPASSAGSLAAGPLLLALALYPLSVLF
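Control set: EDTA negative control, DMSO positive control / Assay system: human TNAP / Quantity: TNAP 1/800 final / Evaluation: TNAP activation factor scaled between EDTA and DMSO control wells / Measured by: luminescent substrate turnover signal / Compound dosing: one dose, 20 µM / Times: 30 min enzyme reaction at room temperature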
STAT3 inh: IL-6 driven STAT3 reporter inhibitors, primary screen, U3A cells, luciferase, luminescence, MLSCN library | IL-6 STAT3-luciferase reporter; host cell line lacks STAT1 | inhibition, % at 5.5 µM | 0.89% of 190,000 active | AID 862, 2007;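 active means inhibition above the mean inhibition across all screened compounds plus 3 SD, cut at about 44% in these data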;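 further: 0% = DMSO only wells and 100% = 100 µM nifuroxazide control wells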
bIAP inhibitor: bovine intestinal alkaline phosphatase inhibitors, primary screen, selectivity assay for TNAP inhibitor project, biochemical, bovine IAP, CDP-star luminescence; purified bovine IAP, 30 min; alkaline phosphatase, intestinal [Bos taurus]; inhibition, % at 20 µM; 190,000 tested, under 10 active;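 active means over 50% inhibition of intestinal alkaline phosphatase at 20 µM in the single-dose screen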
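Incubation: 30 min reaction at room temperature / Material: purified bovine intestinal alkaline phosphatase (IAP) enzyme / Input: enzyme at 1/65,000,000 dilution / Dosing: 20 µM single dose / Signal: CDP-star luminescence signal / Reagent: CDP-star chemiluminescent phosphatase substrate, 30 µM final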
PPARg SRC3 recr: PPARgamma agonists recruiting SRC-3 coactivator, primary screen, biochemical; Peroxisome proliferator-activated receptor gamma (Homo sapiens), P37231; 0.26% of 200,000 active; activation, % at 8 µM; biochemical PPARgamma/SRC-3 coactivator recruitment assay; in the data active means activation above about 23%;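 further: 0% = DMSO and 100% = reference agonist; some compounds past the cut are filed as inactive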
PPARg SRC1 recr: PPARgamma agonists recruiting SRC-1 coactivator, primary screen, biochemical. PPARgamma-SRC-1 coactivator recruitment biochemical assay. Peroxisome proliferator-activated receptor gamma (Homo sapiens), P37231. AID 631, 2007. 0.41% of 200,000 active. activation, % at 8 µM; in the data active means activation above about 19%;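 further: 0% = DMSO and 100% = reference agonist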
SRC2 TRFRET art: TR-FRET signal artefacts, primary screen, artefact control for PPARgamma SRC-2 agonist project, biochemical | TR-FRET artefact counter-screen; stronger effect = higher value | TR-FRET ratio at 8 µM | 0.4% of 200,000 active | AID 1049, 2008; in the data active means TR-FRET ratio above about 2000; further: inactives centre near 1500
STAT1 inh: STAT1 signaling inhibitors, primary screen, cell-based, HTS, luciferase reporter; NIH 3T3 STAT1-luciferase reporter, IFN-gamma, luminescence; inhibition, % at 5.5 µM; 0.35% of 200,000 active;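 active means inhibition above a set limit, the mean inhibition across all tested compounds plus 3 SD, cut at about 34% in these data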;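 further: 0% = IFN-gamma with DMSO and 100% = IFN-gamma with 300 µM nifuroxazide; values of inactives mirror those of a sister screen read the other way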
STAT3 activator: IL-6 driven STAT3 reporter potentiators, primary screen, U3A cells, luciferase, luminescence, MLSCN library | IL-6 STAT3-luciferase reporter; 100% = signal with IL-6 EC80 alone | activation (% of control), % at 5.6 µM | 0.91% of 190,000 active | AID 871, 2007;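 active means activation above the screen-wide mean of compound activation plus 3 SD, cut at about 130% in these data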;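 further: 0% = background luminescence of wells with medium and substrate only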
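Material: human STAT1-deficient U3A cells with stable STAT3-luciferase reporter / Probe or stimulus: IL-6 stimulus at 33 ng/mL final / Schedule: 1 h compound pre-exposure, 6 h IL-6 stimulation, 37 °C / Technique: luminescence / Read-out basis: percent of IL-6-only median luminescence / Control set: IL-6-only high control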
PPARg SRC2 recr: agonists of PPARg-SRC-2 recruitment, primary screen, biochemical, HTS; Peroxisome proliferator-activated receptor gamma (Homo sapiens), P37231; activation, % at 8 µM; PPARgamma LBD-SRC-2 recruitment; 0.34% of 200,000 active; in the data active means activation above about 22%;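 further: 0% = vehicle and 100% = reference agonist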
bIAP activator: bovine intestinal alkaline phosphatase activators, primary screen, biochemical, bovine IAP, CDP-star luminescence; purified bovine IAP, 30 min; stronger effect = higher value; fold of DMSO-control signal, blank-subtracted; activation factor at 20 µM; alkaline phosphatase, intestinal [Bos taurus]; 0.17% of 200,000 active;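 active means activation factor of 2 or more at 20 µM, a signal rise over negative controls twice the positive control's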
ROMK mod: ROMK potassium channel modulators, primary screen, cell-based, thallium flux, MLSMR library; B-score at 10 µM; ATP-sensitive inward rectifier potassium channel 1 (Homo sapiens), P48048; Tet-inducible ROMK, thallium flux fluorescence; actives lie on both sides; 2% of 130,000 active;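 active means signal ratio slope over the read window, or its plate-corrected B-score, at least 3 SD from the plate mean, either direction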;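 further: B-score of the F/F0 ratio slope over 7 to 12 s after thallium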
Target sequence (P48048 whole entry, looked up): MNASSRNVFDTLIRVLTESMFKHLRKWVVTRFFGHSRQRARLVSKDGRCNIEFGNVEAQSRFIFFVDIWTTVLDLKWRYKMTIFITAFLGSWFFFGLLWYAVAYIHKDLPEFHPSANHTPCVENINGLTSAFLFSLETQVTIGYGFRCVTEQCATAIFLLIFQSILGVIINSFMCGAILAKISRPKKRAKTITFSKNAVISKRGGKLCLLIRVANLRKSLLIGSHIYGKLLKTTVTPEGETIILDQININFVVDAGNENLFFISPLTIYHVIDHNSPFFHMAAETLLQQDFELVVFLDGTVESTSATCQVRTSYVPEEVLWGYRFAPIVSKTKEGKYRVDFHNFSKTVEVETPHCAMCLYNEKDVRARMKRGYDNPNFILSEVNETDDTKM
The depositor's hits bear a star; nt = no result given.

SMILES | TNAP act hiacc | STAT3 inh | bIAP inhibitor | PPARg SRC3 recr | PPARg SRC1 recr | SRC2 TRFRET art | STAT1 inh | STAT3 activator | PPARg SRC2 recr | bIAP activator | ROMK mod
OCC1(Cc2ccc(Cl)cc2)CCN(Cc2ccccc2F)CC1 | 1.1 | 4 | -7 | 5 | 4 | 1548 | 15 | 100 | 1 | 1.1 | -0.03
CCN1C(=O)C(CC(=O)Nc2ccc(F)cc2)N(CCCN2CCN(c3ccc(F)cc3)CC2)C1=S (centres undefined) | 1 | 4 | 3 | 3 | -1 | 1545 | 0 | 99 | 0 | 1 | -0.29
COc1ccc(CNC(=O)c2ccccc2C(=O)O)cc1 | 1 | 7 | 9 | 7 | 8 | 1741 | -1 | 94 | 6 | 0.9 | -0.0027
COc1ccc(C(=O)NC(C(=O)NCc2ccccn2)C(C)C)cc1 (centres undefined) | 1 | 13 | 6 | 1 | 4 | 1490 | -4 | 93 | 2 | 0.9 | nt
CCCCCCSc1nc(O)c(C2OC(=O)c3c2ccc(OC)c3OC)c(=O)n1-c1ccccc1 (centres undefined) | 1.1 | 1 | -7 | -2 | -4 | 1415 | -1 | 104 | 4 | 1.1 | 0.33
O=C(COc1ccc(Cl)cc1)N(Cc1ccccc1)c1ccccn1 | 1 | 5 | 3 | 5 | 4 | 1541 | -16 | 105 | 7 | 1 | nt
O=C(COC(=O)CCS(=O)(=O)c1ccc(Cl)cc1)NCCc1ccccc1 | 1 | -4 | -3 | 3 | -3 | 1371 | -2 | 100 | -1 | 1 | nt
Cc1ccc(OCc2nn3c(-c4ccco4)nnc3s2)cc1 | 1.1 | 21 | 18 | -4 | -6 | 1272 | -4 | 85 | -7 | 0.8 | nt
CN1CC=C2C(C#N)=C(N)C(C#N)(C#N)C(c3cccc(Cl)c3Cl)C2C1 (centres undefined) | 1 | 2 | 22 | 6 | 6 | 1480 | 11 | 102 | -1 | 0.8 | nt
O=C(NC1CCCc2ccccc21)C1CCCO1 (centres undefined) | 1 | -9 | 10 | -3 | -2 | 1406 | -2 | 113 | 7 | 0.9 | nt
O=C(NCc1ccccc1)C1=C[C@H](c2ccc3c(c2)OCO3)C[C@H](OCCCCO)O1 | 1 | nt | -3 | -5 | -3 | 1461 | -1 | nt | 1 | 1 | nt
CCN(CC)S(=O)(=O)c1cccc(NC(=O)COc2ncnc3sccc23)c1 | 1 | 11 | -6 | 2 | 0 | 1674 | 1 | 93 | 3 | 1.1 | 0.034
CC1CN(CCOc2ccc([N+](=O)[O-])cc2)CC(C)O1 (centres undefined) | 1 | 14 | 10 | 1 | 8 | 1572 | 2 | 90 | -5 | 0.9 | 0.97
C=CCN1C(=O)C(CC(=O)Nc2ccc(OC)cc2)SC1=Nc1ccc(S(N)(=O)=O)cc1 (centres undefined) | 1 | 7 | 15 | 4 | 1 | 1677 | -10 | 98 | 3 | 0.9 | -0.037
COc1cc(CNC(C)(C)CO)cc(Br)c1OCc1ccc(Cl)cc1 | 1.1 | -2 | -2 | -2 | -9 | 1445 | 6 | 100 | -8 | 1 | -5.1*
COCCCN1C(=O)C(=O)/C(=C(/O)c2ccc3c(c2)OCCO3)C1c1ccc(C(=O)OC)cc1 (centres undefined) | 1 | 1 | 6 | 1 | -2 | 1470 | 5 | 100 | -1 | 0.9 | -0.36
CCCNc1nc2c(c(=O)[nH]c(=O)n2C)n1CCCc1ccccc1 | 1.1 | -1 | 5 | -6 | -1 | 1456 | 1 | 104 | 3 | 0.9 | 1.2
OCC1(CO)COC(c2ccccc2)=N1 | 1 | 15 | -10 | 5 | -5 | 1446 | -6 | 96 | 6 | 1.1 | 0.097
CC(C)CCC1CC(CSC(=N)N)OC1=O (centres undefined) | 1 | 2 | 24 | 8 | -2 | 1575 | -1 | 98 | 7 | 0.8 | -0.83
Cc1ccc(C)c(-c2cc(C(=O)NCc3cccs3)c3ccccc3n2)c1 | 1 | -6 | -1 | 0 | 1 | 1370 | 11 | 110 | -3 | 1 | nt
CN(C)CC(C)(C)CNC(C(=O)Nc1ccc(Cl)cc1C(F)(F)F)c1ccccc1 (centres undefined) | 1.1 | 12 | -19 | 4 | -2 | 1627 | 5 | 92 | -1 | 1.2 | -0.55
CCCc1nnc(SCC(=O)N2CCCC2)n1Cc1ccco1 | 1.1 | 6 | -23 | 0 | 0 | 1517 | 1 | 98 | -1 | 1.2 | 0.55
COc1ccc2nc3sc(C(=O)NCc4cccs4)c(N)c3cc2c1 | 1 | 26 | 6 | 9 | 8 | 1483 | -89 | 79 | 12 | 0.9 | 0.22
COCCNC(=S)Nc1cccc2cnccc12 | 1.1 | 19 | 9 | 2 | -4 | 1692 | 7 | 85 | -8 | 0.9 | -0.32
Cc1ccccc1C(=O)NC(NC(=O)c1ccccc1C)c1cccc([N+](=O)[O-])c1 | 1 | 1 | -13 | -7 | 3 | 1472 | 1 | 100 | -2 | 1.1 | -0.49

Two records drawn at random from those above:
SMILES | TNAP act hiacc | STAT3 inh | bIAP inhibitor | PPARg SRC3 recr | PPARg SRC1 recr | SRC2 TRFRET art | STAT1 inh | STAT3 activator | PPARg SRC2 recr | bIAP activator | ROMK mod
CN(C)CC(C)(C)CNC(C(=O)Nc1ccc(Cl)cc1C(F)(F)F)c1ccccc1 (centres undefined) | 1.1 | 12 | -19 | 4 | -2 | 1627 | 5 | 92 | -1 | 1.2 | -0.55
Cc1ccc(OCc2nn3c(-c4ccco4)nnc3s2)cc1 | 1.1 | 21 | 18 | -4 | -6 | 1272 | -4 | 85 | -7 | 0.8 | nt

Sorted by the number under STAT1 inh (ascending): some entries from above
smiles	STAT1 inh
O=C(COC(=O)CCS(=O)(=O)c1ccc(Cl)cc1)NCCc1ccccc1	-2
CCN(CC)S(=O)(=O)c1cccc(NC(=O)COc2ncnc3sccc23)c1	1
CN(C)CC(C)(C)CNC(C(=O)Nc1ccc(Cl)cc1C(F)(F)F)c1ccccc1 (centres undefined)	5
COCCNC(=S)Nc1cccc2cnccc12	7
Cc1ccc(C)c(-c2cc(C(=O)NCc3cccs3)c3ccccc3n2)c1	11

(next part)
SMILES | TNAP act hiacc | STAT3 inh | bIAP inhibitor | PPARg SRC3 recr | PPARg SRC1 recr | SRC2 TRFRET art | STAT1 inh | STAT3 activator | PPARg SRC2 recr | bIAP activator | ROMK mod
CNc1oc(-c2ccc(Cl)cc2)nc1C#N | 1 | 11 | 8 | 5 | 2 | 1665 | -35 | 92 | 0 | 0.9 | 0.14
CCOc1cc(/C=N/NC(N)=S)cc(Br)c1OCc1ccccc1C | 1 | -1 | 5 | -2 | -6 | 1285 | -6 | 106 | -10 | 0.9 | -0.38
CN(C)C(CNc1ncnc2sccc12)c1cccs1 (centres undefined) | 1 | -7 | -8 | -2 | 7 | 1614 | -2 | 108 | -10 | 1.1 | -1.7
COc1cc(NC(=O)COC(=O)/C=C/c2ccc(Cl)cc2Cl)cc(OC)c1 | 1 | -6 | 12 | -2 | -8 | 1626 | -4 | 108 | 1 | 0.9 | 0.17
O=C1CC(c2ccccc2Cl)CC(O)=C1C=Nc1ccccc1 (centres undefined) | 1 | -1 | 14 | 2 | -6 | 1569 | -4 | 99 | -6 | 0.9 | 0.094
FC(F)(F)c1cccc(N/N=C/c2ccccc2)c1 | 1 | 13 | 41 | 5 | 2 | 1511 | -23 | 88 | -2 | 0.6 | nt
O=C(NCc1cccs1)C1CCN(S(=O)(=O)c2ccc(Cl)cc2)CC1 | 1 | 1 | -22 | 1 | -7 | 1773 | 2 | 104 | -8 | 1.2 | -0.55
CC(C)CNC(=O)c1ccccc1-c1ccccc1C(=O)O | 1.1 | -5 | 5 | -6 | 1 | 1380 | -1 | 110 | -8 | 1 | 1.1
O=C(C[n+]1cc(-c2ccccc2)n2c1CCCCC2)c1ccc(Cl)cc1 | 1 | -7 | 9 | 7 | 3 | 1547 | 14 | 102 | 7 | 0.9 | nt
N#Cc1cnn2c1nc(N1CCOCC1)c1ccccc12 | 1 | -28 | 3 | 12 | 0 | 1482 | -8 | 124 | 2 | 1 | 0.048
Nc1nonc1OCCOCCOCCOc1nonc1N | 1 | 6 | 7 | -2 | -3 | 1664 | -12 | 101 | 2 | 0.9 | -0.02
O=C(Oc1ccccc1/C=C\C(=O)c1cc2ccccc2o1)c1cccc(F)c1 | 0.7 | -32 | -35 | 5 | -5 | 1652 | -3 | 127 | -4 | 1.3 | nt
O=C(NCc1ccco1)C1CC2CCC1C2 (centres undefined) | 1 | -7 | 6 | 1 | 2 | 1559 | 1 | 106 | 0 | 0.9 | 0.35
Nc1c(C2=NCCO2)nnn1Cc1ccccc1 | 1 | 8 | 1 | 2 | -3 | 1630 | -3 | 96 | 8 | 1 | nt
O=C1CCCCC(=O)N(c2ccccc2)c2ccccc21 | 1 | 6 | -2 | -6 | 7 | 1560 | 8 | 99 | -2 | 1 | 0.12
Cc1ccc(NC(=O)c2ccccc2N(C)S(=O)(=O)c2ccccc2)c(C)c1 | 1 | -2 | -32 | -1 | -5 | 1487 | -2 | 99 | 4 | 1.3 | 1.4
N#Cc1nc(-c2ccco2)oc1N1CCN(Cc2ccccc2)CC1 | 1 | 13 | -2 | 3 | 4 | 1622 | 1 | 92 | -8 | 1 | -0.42
CCOC(=O)C1(CCCc2ccccc2)CCN(C(=O)CCn2cncn2)CC1 | 1 | 4 | 12 | 0 | 5 | 1503 | -10 | 99 | -4 | 0.9 | 0.36
COc1ccc(CCC(=O)N(c2nnc(-c3cccnc3)s2)C(C)C)cc1 | 1 | 7 | -3 | 6 | 1 | 1348 | 6 | 98 | -1 | 1 | 0.83
COCc1ccc([C@@H]2C[C@H]3CN(Cc4cccnc4)C(=O)[C@]34CCCN24)o1 | 1.1 | 2 | 4 | 2 | 3 | 1377 | 4 | 103 | 7 | 1 | nt

Screening results from PubChem.

Hits appear at their usual frequency; any-hit rate near 3.7%.
